Compound activity (PubChem)
CR mimetic SO = reduction of superoxide in aged yeast, primary screen, HTS; AID 2690, 2010; superoxide response (% of plate mean), % at 10 µM; hit rate 0.18% among 330,000; S. cerevisiae aged cells, superoxide DHE fluorescence; stronger effect = lower value;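 active = superoxide response under a set limit, about three screen SD below normal, cut at about 65% in these data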;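 note: yeast aged for seven days with compound at 30 °C before DHE staining; 100% = average MFI of all compound-treated wells on the plate with controls excluded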
Efflux pump inh = inhibitors of Candida efflux pumps in yeast, primary screen, S. cerevisiae, Nile Red, multiplex; S. cerevisiae Candida pump triplex; inhibition, % at 10 µM; hit rate 0.44% among 330,000;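 active = plate passing quality check with inhibition over a set limit, or well fluorescence over plate mean plus 4 SD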;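 note: Nile Red retained in pooled yeast measured as flow cytometry median fluorescence; 0% = buffer negative control and 100% = Enniatin B positive control; higher means more Nile Red kept so more efflux inhibition; some compounds called inactive have numbers as strong as hits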
LAP4-GFP MLPCN = modulators of LAP4-GFP expression in yeast, primary screen, S. cerevisiae, multiplex flow cytometry, MLPCN library; GFP response vs DMSO, % at 10 µM; hit rate 0.34% among 320,000; AID 2023, 2009; 3 h; median GFP as percent of DMSO wells;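 active = GFP response vs DMSO above a set limit, about the screen mean plus 3 SD, cut at about 150% in these data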
MEP2 TOR yeast = modulators of MEP2-GFP levels in yeast, primary screen, S. cerevisiae, multiplex flow cytometry, MLPCN library. S. cerevisiae MEP2-GFP strain, 3 h; 100% = DMSO control level. GFP response vs DMSO, % at 10 µM. hit rate 0.51% among 330,000. AID 2016, 2009;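 active = GFP response versus DMSO above a set limit, roughly screen mean plus 3 SD, cut at about 180% in these data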;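 note: median GFP fluorescence of the barcode-gated MEP2-GFP cells per well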
AHR activator = AHR activators, primary screen, cell-based, luminescence, luciferase reporter, human; AHR-responsive luciferase reporter cells; activation, % at 5 µM; hit rate 2.5% among 320,000; AID 2796, 2010; in the data active = activation above about 47%;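 note: 0% = vehicle wells and 100% = reference agonist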
Target sequence (P35869 whole entry, looked up): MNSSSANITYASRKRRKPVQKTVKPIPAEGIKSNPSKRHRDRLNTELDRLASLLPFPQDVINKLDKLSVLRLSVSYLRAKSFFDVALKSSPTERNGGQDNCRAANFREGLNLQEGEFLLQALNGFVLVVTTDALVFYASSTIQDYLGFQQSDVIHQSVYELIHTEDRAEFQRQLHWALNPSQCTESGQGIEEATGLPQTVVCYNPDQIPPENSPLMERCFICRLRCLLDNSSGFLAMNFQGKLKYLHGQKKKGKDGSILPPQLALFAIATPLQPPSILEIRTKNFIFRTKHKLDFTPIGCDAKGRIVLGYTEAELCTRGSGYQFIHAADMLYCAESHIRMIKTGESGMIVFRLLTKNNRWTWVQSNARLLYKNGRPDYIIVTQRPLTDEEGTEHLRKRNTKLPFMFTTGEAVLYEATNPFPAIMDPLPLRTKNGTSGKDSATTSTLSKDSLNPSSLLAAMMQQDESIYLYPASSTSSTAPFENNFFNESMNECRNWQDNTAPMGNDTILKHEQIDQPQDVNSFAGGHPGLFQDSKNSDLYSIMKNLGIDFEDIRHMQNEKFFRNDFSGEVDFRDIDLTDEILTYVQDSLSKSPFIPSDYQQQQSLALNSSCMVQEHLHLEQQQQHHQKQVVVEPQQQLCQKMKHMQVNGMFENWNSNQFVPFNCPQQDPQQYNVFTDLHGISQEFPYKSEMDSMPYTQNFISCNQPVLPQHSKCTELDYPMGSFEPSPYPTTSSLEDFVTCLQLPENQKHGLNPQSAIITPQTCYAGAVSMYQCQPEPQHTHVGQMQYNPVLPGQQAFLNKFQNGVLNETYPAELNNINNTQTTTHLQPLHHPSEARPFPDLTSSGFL
RPL19A TOR yeast = RPL19A-GFP expression modulators in yeast, primary screen, cell-based, S. cerevisiae, multiplex flow cytometry, MLPCN. hit rate 0.3% among 330,000. AID 2025, 2009. S. cerevisiae RPL19A-GFP strain, 3 h; stronger effect = lower value. percent response vs DMSO, % at 10 µM;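 active = percent response vs DMSO below 50%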;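 note: median channel GFP fluorescence of the barcoded RPL19A-GFP strain; ratio of sample median GFP to plate DMSO average so 100% = DMSO; lower means less RPL19A-GFP as with rapamycin TOR inhibition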
AGP1 TOR yeast = modulators of AGP1-GFP expression in yeast TOR pathway, primary screen, cell-based, multiplex flow cytometry, S. cerevisiae, MLPCN library | hit rate 0.02% among 320,000 | 3 h; GFP as percent of DMSO wells | GFP response vs DMSO, % at 10 µM;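 active = GFP response relative to DMSO above a set limit, near screen average plus 3 SD, cut at about 150% in these data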;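 note: median GFP channel fluorescence of the gated AGP1 strain per well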
CIT2-GFP yeast = modulators of CIT2-GFP expression in yeast, primary screen, S. cerevisiae, GFP fusion, multiplex flow cytometry, MLPCN library. S. cerevisiae CIT2-GFP strain, 3 h; 100 means same as DMSO wells. GFP response vs DMSO, % at 10 µM. hit rate 0.065% among 320,000. AID 2029, 2009;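 active = GFP response relative to DMSO above a set limit, near the screen mean plus 3 SD, cut at about 150% in these data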;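 note: ratio of well median GFP fluorescence to mean of DMSO wells on the plate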
The depositor's hits bear a star; · = no result given.

Each structure is followed by: CR mimetic SO | Efflux pump inh | LAP4-GFP MLPCN | MEP2 TOR yeast | AHR activator | RPL19A TOR yeast | AGP1 TOR yeast | CIT2-GFP yeast
Cc1ccc(S(=O)(=O)N2CCN(C(=O)c3ccc(N4CCCC4)c([N+](=O)[O-])c3)CC2)cc1
    102 | 0.0 | 91 | 85 | -1 | 98 | 95 | 94
COCCNC(=S)N/N=C(\C)c1cc2ccccc2o1
    122 | -0.3 | 92 | 98 | 68* | 97 | 89 | 95
COc1ccc2cc3cc(C(=O)NCCCN4CCOCC4)oc3nc2c1
    120 | 0.1 | 106 | 98 | 4 | 103 | 103 | 100
COCCN(C(=O)c1ccco1)c1nnc(-c2ccc(F)cc2)s1
    106 | 0.2 | 106 | 95 | 5 | 98 | 93 | 84
CS(=O)(=O)N1CCCC(C(=O)NCCCN2CCc3ccccc3C2)C1 (configuration not stated)
    97 | -0.1 | 101 | 97 | 6 | 99 | 100 | 101
Clc1ccc(N2CCN(/N=C/c3ccncc3)CC2)cc1
    105 | 0.0 | 128 | 96 | -6 | 99 | 107 | 106
O=C(O)C(Cc1ccccc1)n1c(=S)[nH]c2ccccc2c1=O (configuration not stated)
    100 | -0.3 | 103 | 99 | 1 | 110 | 104 | 112
Cn1c(=O)c(N)c2c3c(c(Br)ccc31)C(=O)c1ccccc1-2
    120 | 0.1 | 112 | 98 | 27 | 90 | 88 | 91
CN(c1ccccc1)c1nccc(=O)[nH]1
    88 | 0.0 | 102 | 102 | -2 | 93 | 98 | 99
Cc1cccc2cc(COC(=O)C3CCCCC3)c(=O)[nH]c12
    91 | -0.1 | 98 | 114 | 2 | 99 | 86 | 111
Cc1ccc(NC(=O)c2cc(Cl)ccc2[N+](=O)[O-])cc1C
    93 | -0.1 | 103 | 105 | 10 | 108 | 108 | 105
O=C(CSc1nnc(-c2ccccc2)o1)N1CCOCC1
    83 | 0.1 | 98 | 102 | 3 | 106 | 113 | 112
CCCc1cc(=O)[nH]c(SCC(=O)NC2CC2)n1
    103 | 0.0 | 99 | 101 | 0 | 102 | 96 | 98
COc1ccc(/C=C/C(=O)NC(=S)N2CCN(C)CC2)cc1
    100 | -0.2 | 106 | 95 | 2 | 96 | 102 | 90
CCOC(=O)N1CCN(S(=O)(=O)N2CCCC(C(=O)NCCc3ccc(OC)c(OC)c3)C2)CC1 (configuration not stated)
    90 | 0.1 | 86 | 98 | -1 | 93 | 90 | 95
O=[N+]([O-])c1cccnc1N/N=C/c1ccccc1O
    113 | 0.0 | 118 | 131 | -1 | 104 | 108 | 117
CCOC(=O)C1=NN(c2ccccc2)C2=NC(C)=C(C(=O)OC)C(c3ccc(C)cc3)N12 (configuration not stated)
    109 | -0.3 | 88 | 109 | 1 | 108 | 102 | 105
FC(F)(F)c1n[nH]c(=S)n1/N=C/c1ccco1
    106 | -0.1 | 92 | 101 | 1 | 102 | 101 | 100
O=C(CNC(=O)c1cccs1)NCC(=O)OCc1ccc(Cl)cc1Cl
    107 | 0.2 | 101 | 94 | 3 | 94 | 100 | 92
O=C(CN1C(=O)NC2(CCCC2)C1=O)Nc1ccc(Cl)c(C(F)(F)F)c1
    92 | -0.3 | 120 | 105 | 2 | 101 | 101 | 96
Cc1cccc(C(CC(=O)NCCc2ccccc2)c2ccccc2)c1O (configuration not stated)
    111 | 0.2 | 101 | 102 | 9 | 101 | 98 | 94
COCCCNC(=O)c1cc2cc(Br)ccc2oc1=O
    96 | -0.2 | 104 | 99 | -2 | 100 | 100 | 102
Cc1ccc(S(=O)(=O)N/N=C\c2cn(-c3ccccc3)nc2-c2ccccc2)cc1
    94 | -0.1 | 103 | 104 | 0 | 103 | 101 | 96
Cc1ccc(S(=O)(=O)NNC(=O)CCC(=O)Nc2ccc(C)cc2C)cc1
    94 | -0.4 | 103 | 104 | 1 | 103 | 104 | 100
Cc1ccc(OCc2cc(C(=O)N3CCN(C)C[C@@H]3c3ccccc3)no2)cc1C
    102 | 0.1 | 89 | 90 | 16 | 102 | 97 | 98
COc1ccc(CNS(=O)(=O)c2ccc(-c3cc(C)no3)cc2)cc1
    102 | 0.3 | 99 | 106 | 1 | 98 | 98 | 96
COc1ccc(N(C(=O)Cc2cccs2)C(C(=O)NC2CCCC2)c2ccncc2)cc1OC (configuration not stated)
    99 | 0.0 | 95 | 103 | 1 | 102 | 101 | 101
CCOC(=O)c1c(NC(=O)C(=O)N/N=C/c2ccccc2O)sc2c1CCCCC2
    95 | -0.3 | 92 | 97 | 1 | 91 | 87 | 88
CCOC(=O)C(NC(=O)c1ccccc1Cl)(Nc1ccc(C)c(C)c1)C(F)(F)F (configuration not stated)
    85 | 0.2 | 98 | 98 | 16 | 100 | 95 | 99
O=C(CN(Cc1ccc(Br)cc1)S(=O)(=O)c1ccccc1)NCC1CCCO1 (configuration not stated)
    112 | 0.1 | 107 | 101 | -2 | 100 | 101 | 94
CN(C)C(=O)C(=O)c1c(-c2ccccc2)cc2ccccn12
    122 | 0.0 | 100 | 113 | -4 | 100 | 107 | 102
CCOc1ccc(CN2CCN(Cc3ccc4cc(F)ccc4n3)CC2CCO)cc1 (configuration not stated)
    95 | -0.1 | 85 | 99 | 5 | 103 | 101 | 105
S=c1[nH]nc(C2CCCCC2)n1/N=C/c1cccc(Br)c1
    97 | 0.0 | 122 | 102 | 3 | 98 | 109 | 110
O=C(NCCc1ccc(Cl)cc1Cl)c1cncc(Br)c1
    84 | -0.1 | 101 | 112 | 6 | 99 | 96 | 94
CN1N=C(/C=C/c2ccccc2)CCC1=O
    92 | 0.4 | 104 | 97 | 0 | 95 | 93 | 92
N#Cc1c(-c2ccccc2F)cc(C2CC2)nc1SCC(=O)c1cccs1
    103 | 0.4 | 98 | 94 | -1 | 94 | 101 | 89
O=c1c2ccccc2nc(/C=C/c2c[nH]c3ccccc23)n1CCO
    83 | 0.1 | 95 | 106 | 24 | 105 | 104 | 100
Cc1ccc(-n2c3c(cc(C(=O)N4CCN(C)CC4)c2=O)C(=O)CC(C)(C)C3)cc1
    87 | -0.1 | 102 | 103 | 13 | 101 | 94 | 110
Cc1cc(C)cc(-n2ncc3c2CCCC3NC(=O)c2cc(C)n(C)n2)c1 (configuration not stated)
    107 | 0.1 | 97 | 92 | 4 | 99 | 104 | 97
O=S(=O)(c1ccc(F)cc1)N1CCC2(CC1)OCCO2
    105 | -0.1 | 98 | 101 | -1 | 97 | 96 | 98
CCCCn1nnc(NC(=O)c2ccc(-c3cccc([N+](=O)[O-])c3)o2)n1
    82 | 0.0 | 87 | 90 | 16 | 91 | 90 | 94
COc1ccc(C(=O)NCCNc2ccccc2[N+](=O)[O-])cc1
    109 | 0.0 | 100 | 90 | 4 | 91 | 92 | 89
CCN(CC)C(=S)Oc1c(Cl)cccc1Cl
    80 | 0.0 | 111 | 99 | 0 | 99 | 104 | 103
COc1cccc(C(=O)NCCS(=O)(=O)N2CCN(C(=O)c3ccco3)CC2)c1
    100 | 0.2 | 90 | 94 | 0 | 88 | 88 | 88
C=CCN(CC(=O)NCc1ccccc1)C(=O)c1csnn1
    102 | 0.0 | 80 | 94 | 0 | 97 | 97 | 94
O=C(COC(=O)CSCC(=O)N1CCCCC1)NCc1ccc(F)cc1
    104 | 0.0 | 101 | 90 | -1 | 97 | 106 | 83
CC1CCN(CCC(=O)N/N=C/c2ccc([N+](=O)[O-])cc2)CC1
    96 | 0.1 | 97 | 93 | 2 | 98 | 98 | 92
COc1ccc(-c2nc(N)nc(C(F)(F)F)c2-c2csc(C)n2)c(O)c1
    93 | -0.1 | 95 | 93 | 3 | 100 | 106 | 75
CC(=O)N1CCN(C(=O)c2cc3ccccc3o2)CC1
    84 | 0.0 | 103 | 102 | 1 | 101 | 99 | 102
COc1ccc(CNc2nc3nc(C)cc(C)n3n2)cc1
    98 | 0.0 | 101 | 104 | 1 | 94 | 92 | 94

Following part
Each structure is followed by: CR mimetic SO | Efflux pump inh | LAP4-GFP MLPCN | MEP2 TOR yeast | AHR activator | RPL19A TOR yeast | AGP1 TOR yeast | CIT2-GFP yeast
Cc1ccc(NS(=O)(=O)c2cccc(C(=O)Nc3cccnc3)c2)c(C)c1
    97 | -0.1 | 93 | 99 | 44 | 99 | 102 | 107
CC1(C)Cc2c(sc3c2c(=N)n(Cc2ccco2)c(=O)n3CC(=O)Nc2ccccc2)CO1
    108 | 0.4 | 93 | 95 | 4 | 94 | 92 | 93
Cc1ccc2cc(C#N)c(NCCNC(=O)C3CC3)nc2c1C
    103 | 0.0 | 99 | 103 | -8 | 102 | 102 | 104
Cc1cccc(N2CCN(C(=O)c3c(C)nn(Cc4ccccc4Cl)c3C)CC2)c1C
    98 | 0.3 | 107 | 116 | 2 | 99 | 100 | 97
CCOC(=O)CN(C(=O)CCC(=O)Nc1cc(C)on1)C(C(=O)NC1CCCC1)c1cccnc1 (configuration not stated)
    96 | 0.2 | 88 | 98 | 7 | 97 | 97 | ·
CCCCNC(=O)CCCn1c(=O)[nH]c2ccc(Br)cc2c1=O
    108 | 0.0 | 100 | 101 | 1 | 102 | 99 | 98
C=C1N(CCCCCC(=O)O)C(=O)OC12CCCCC2
    103 | 0.0 | 103 | 101 | 1 | 98 | 110 | 100
CCOC(=O)c1nnsc1-c1ccc(-c2snnc2C(=O)OCC)cc1
    102 | 0.4 | 94 | 104 | 0 | 104 | 101 | 97
COc1ccc(NC(=O)CN(C)S(=O)(=O)c2ccccc2)c([N+](=O)[O-])c1
    103 | 0.4 | 94 | 90 | -2 | 96 | 100 | 91
Cc1ccc(-n2c(SCC(N)=O)nc3c(c2=O)C2(CCCC2)Cc2ccccc2-3)cc1
    112 | -0.6 | 101 | 95 | 0 | 94 | 94 | 85
CC(=O)NCCCOc1ccc([N+](=O)[O-])cc1Cl
    93 | 0.1 | 93 | 101 | 1 | 103 | 99 | 101
O=C(OCc1c(F)cccc1Cl)c1cc([N+](=O)[O-])ccc1N1CCOCC1
    106 | 0.1 | 127 | 107 | 6 | 104 | 109 | 98
O=c1c2ccccc2nc(-c2ccco2)n1Cc1ccccc1
    93 | 0.0 | 107 | 115 | 7 | 103 | 101 | 106
C=CCN(C(=O)CC(NC(C)=O)c1ccccc1)c1nc(-c2ccc(S(C)(=O)=O)cc2)cs1 (configuration not stated)
    116 | 0.0 | 94 | 99 | 5 | 98 | 97 | 100
Cc1cc(Cl)ccc1OC(C)C(=O)OCC(=O)c1ccc[nH]1 (configuration not stated)
    124 | 0.3 | 85 | 94 | 0 | 98 | 80 | 75
CC(C)n1ncc2c(C(=O)NCCOc3ccccc3F)cc(C3CC3)nc21
    88 | 0.2 | 90 | 90 | 6 | 96 | 93 | 88
